Compound activity: PubChem BioAssay, NCI
Growth percent in the NCI-60 one-dose screen (48 h, 10 µM unless noted): 100 = growth as untreated, 0 = no growth, -100 = all killed.
UACC-62: UACC-62 melanoma | actives 5.4% (n = 81,000)
HOP-92: HOP-92 NSCLC cells | actives 6.3% (n = 71,000)
SK-MEL-28: SK-MEL-28 melanoma. actives 4.1% (n = 81,000). AID 1794761
UACC-257: UACC-257 melanoma | actives 4.4% (n = 78,000)
EKVX: EKVX NSCLC; actives 3% (n = 71,000); AID 1794765
A549/ATCC: A549/ATCC NSCLC | actives 3.7% (n = 81,000) | AID 1794740
M14: M14 melanoma; actives 6.2% (n = 80,000)
SK-MEL-5: SK-MEL-5 melanoma. actives 6.4% (n = 80,000)
* = called active by the depositor; x = no result given. The calls were made as follows: active = growth percent below 10; inactive = the rest. Not a hit list; 9.8% or so of the library scored in one or more.

Short keys – A = UACC-62; B = HOP-92; C = SK-MEL-28; D = UACC-257; E = EKVX; F = A549/ATCC; G = M14; H = SK-MEL-5
SMILES: Cc1ccc(C(=O)Nc2ccc(CCN3CCOCC3)cc2)cc1Nc1ncnc2nc[nH]c12
  A: 106.5; B: 118.8; C: 101.4; D: 100.3; E: 96.1; F: 103.8; G: 95.4; H: 107.9

SMILES: CCCCNCCCCCNc1cc(OC)cc2cccnc12
  A: 83.2; B: 49.2; C: 98.8; D: 93.1; E: 105.6; F: 95.9; G: 97.1; H: 94.3

SMILES: Cc1cccc(CC2(O)C(=O)Nc3ccccc32)n1 (stereo not drawn)
  A: 105.0; B: x; C: 97.7; D: 113.6; E: 115.8; F: 112.4; G: 107.9; H: 114.0

SMILES: CS(=O)(=O)c1ccc(C(=O)N2N=C(c3ccc(F)cc3)CC2c2ccc(F)cc2)cc1 (stereo not drawn)
  A: 93.4; B: x; C: 105.4; D: x; E: 88.5; F: x; G: 101.0; H: 96.4

SMILES: O=C(N=Nc1c(Cl)c(O)c2ccccc2c1O)C(=O)Nc1cccc(C(F)(F)F)c1
  A: 83.2; B: 79.2; C: 101.0; D: 100.2; E: x; F: 87.1; G: 32.8; H: 72.4

SMILES: CC(NC(=O)CCc1nc2c(=O)[nH]c(=S)[nH]c2[nH]c1=O)C(=O)O (stereo not drawn)
  A: 94.5; B: 96.0; C: 107.0; D: 99.6; E: 101.1; F: 107.8; G: 105.0; H: 99.9

SMILES: O=C(NNC(=S)Nc1ccc([N+](=O)[O-])cc1)c1ccc(NC(=O)c2ccccn2)cc1
  A: 89.8; B: 88.2; C: 102.1; D: 107.3; E: 101.1; F: 103.5; G: 101.7; H: 99.3

SMILES: COc1cc(C(=O)NC(=S)Nc2csc(-c3ccc(F)cc3)n2)cc(OC)c1OC
  A: 74.3; B: 71.6; C: 106.9; D: 118.2; E: 99.9; F: 99.8; G: 103.4; H: 95.6

SMILES: CN(C(=O)c1cc(S(=O)(=O)Nc2cccc(Cl)c2)c(O)c(O)c1O)c1ccc(N(C)C(=O)c2cc(S(=O)(=O)Nc3cccc(Cl)c3)c(O)c(O)c2O)cc1
  A: 84.4; B: 98.4; C: 78.7; D: 96.4; E: 80.7; F: 92.3; G: 80.1; H: 92.0

SMILES: CCCCCCCCCCNCCC(=O)O
  A: 103.3; B: x; C: 107.8; D: 97.9; E: 101.6; F: 95.7; G: 101.6; H: 109.3

SMILES: Nc1ncnc2c1c(-c1ccc(Oc3ccccc3)cc1)nn2C[C@H]1SSC[C@@H]1O
  A: -66.7*; B: -3.0*; C: -29.4*; D: 9.9*; E: 25.3; F: 31.0; G: -90.0*; H: -73.9*

SMILES: CCOC(=O)c1c2c(n(-c3ccc(F)cc3)c1-c1ccccc1)C=CCC2
  A: 72.7; B: 82.8; C: 93.9; D: 97.8; E: 92.2; F: 89.5; G: 94.2; H: 89.7

SMILES: CCOC(=O)C1C(C)NC(C)C(C(=O)OCC)C1C (stereo not drawn)
  A: 95.2; B: 104.6; C: 137.7; D: 102.6; E: 96.1; F: 100.9; G: 109.5; H: 125.3

SMILES: O=C(Cn1c[n+](CC(=O)c2ccc(-c3ccccc3)cc2)c2ccccc21)Nc1cccc2cccnc12
  A: -32.3*; B: -4.6*; C: 21.2; D: 10.1; E: 47.6; F: 59.9; G: 28.1; H: -35.1*

SMILES: O=C1C(Cl)C(c2ccccc2O)N1n1cnnc1 (stereo not drawn)
  A: 94.4; B: 100.8; C: 103.1; D: 91.4; E: 105.8; F: 99.2; G: 88.1; H: 103.0

(next part)
Short keys – A = UACC-62; B = HOP-92; C = SK-MEL-28; D = UACC-257; E = EKVX; F = A549/ATCC; G = M14; H = SK-MEL-5
SMILES: CCc1ccc(NCC(=O)Cn2cc(COc3ccc(C=Nc4cnc5ccccc5c4)cc3)nn2)cc1
  A: 102.5; B: 102.8; C: 117.9; D: 105.9; E: 108.4; F: 103.4; G: 106.4; H: 102.9

SMILES: CC1(C)CC(N2CCN(CCO)CC2)=CC(=S)N1
  A: 107.0; B: 89.0; C: 103.1; D: 113.1; E: 95.4; F: 100.9; G: 100.1; H: 111.0

SMILES: CSc1nc(Nc2cccc(NC(=O)/C=C/C(=O)O)c2)c(C#N)c(-c2cccc([N+](=O)[O-])c2)n1
  A: 97.6; B: 108.4; C: 110.1; D: 101.2; E: 91.4; F: 106.8; G: 105.8; H: 99.5

SMILES: CCOC(=O)c1n[nH]n2c1nc(=O)c1cn(C)nc12
  A: 100.3; B: 93.5; C: 121.0; D: 96.6; E: 108.6; F: 92.8; G: 105.8; H: 102.9

SMILES: Cc1cc(=O)oc2cc(OCCCCOc3ccc(/C=C/C(=O)Nc4ccccc4)cc3)ccc12
  A: 89.7; B: 97.9; C: 97.6; D: 96.4; E: 91.9; F: 87.7; G: 105.4; H: 67.6

SMILES: Cc1cc2c(cc1C)-n1c(C)cc(=O)n1CC(=O)N2
  A: 101.4; B: x; C: 101.9; D: 90.7; E: x; F: 96.9; G: 116.1; H: 100.6

SMILES: N#Cc1ccc(O)c(C2=NCC(c3ccccc3)O2)c1 (stereo not drawn)
  A: 37.8; B: 60.6; C: 86.4; D: 35.4; E: 37.1; F: 32.0; G: 41.8; H: 39.1

SMILES: Cc1cc2cn3c4ccccc4oc(=O)c3c2cc1C
  A: x; B: x; C: 110.8; D: 100.2; E: x; F: 106.8; G: 95.5; H: 97.4

SMILES: O=S(=O)(NCCCNc1nccc(-c2c(-c3cccc(O)c3)nc3occn23)n1)c1ccc(Br)cc1
  A: 8.9*; B: 107.8; C: 35.5; D: 18.4; E: 104.8; F: 98.2; G: 29.0; H: 47.1

SMILES: C/C(=N\Nc1ccc(Cl)cc1)c1ccc(NC2=CC(=O)c3ccccc3C2=O)cc1
  A: 18.4; B: 84.7; C: 63.2; D: 62.0; E: 69.5; F: 71.4; G: 41.3; H: 39.2

SMILES: COc1cccc(/C=C\C(=O)/C=C/C=C/c2ccccc2)c1
  A: 98.5; B: 86.5; C: 114.5; D: 99.2; E: 108.8; F: 93.0; G: 102.7; H: 99.6

SMILES: CC(C)c1ccc(/C=N\NC(=S)N/N=C\c2ccc(C(C)C)cc2)cc1
  A: 95.5; B: 70.9; C: 106.1; D: 96.9; E: 103.2; F: 90.0; G: 95.8; H: 98.2

SMILES: CCOC(=O)COc1ccc2c(C)c(CCN(CC)CC)c(=O)oc2c1
  A: 99.7; B: 94.3; C: 122.8; D: 108.6; E: 93.9; F: 106.9; G: 104.5; H: 99.5

SMILES: CCOC(=O)[C@H](CCc1ccccc1)N[C@H](C)C(=O)N1C2CCCCC2C[C@H]1C(=O)O (stereo partly drawn)
  A: 104.2; B: 100.4; C: 116.3; D: 77.7; E: 102.5; F: 111.2; G: 109.0; H: 112.9

SMILES: Cc1ccc2nc(-c3c(-c4ccccc4)nc4ncccn34)[nH]c2c1
  A: 95.1; B: 132.4; C: 106.6; D: 93.0; E: x; F: 90.9; G: 101.1; H: 91.3

Remaining list, next part.
Short keys – A = UACC-62; B = HOP-92; C = SK-MEL-28; D = UACC-257; E = EKVX; F = A549/ATCC; G = M14; H = SK-MEL-5
SMILES: CNC(=O)c1cc(-c2ccc(NC(=O)Nc3ccc(C)cc3)cc2)nc2cccnc12
  A: 83.8; B: 64.6; C: 118.5; D: 122.7; E: 99.4; F: 98.1; G: 115.7; H: 95.4

SMILES: Cc1csc(NC(c2ccccc2)c2cn(C)c3ccccc23)n1 (stereo not drawn)
  A: 80.6; B: 66.8; C: 104.4; D: 85.3; E: x; F: 81.6; G: 86.0; H: 85.9

SMILES: O=[N+]([O-])c1cc(CCl)ccc1OCCBr
  A: 96.8; B: 98.6; C: 109.9; D: 105.1; E: 104.3; F: 104.0; G: 98.3; H: 98.6

SMILES: O=C(N/N=C\c1cc(Br)ccc1O)c1ccncc1
  A: 1.2*; B: x; C: 45.8; D: 11.5; E: 29.6; F: 55.6; G: 19.2; H: 39.8

SMILES: C[C@H]1[C@H]2[C@H]3CC[C@@H]4[C@@]5(C)CC[C@H](O)C(C)(C)[C@@H]5CC[C@@]4(C)[C@]3(C)CC[C@]23CO[C@]1(C)[C@@H](C(=O)/C=C\c1cccnc1)C3
  A: 41.5; B: 79.1; C: 66.2; D: 49.3; E: 101.0; F: 57.8; G: 60.8; H: 37.0

SMILES: Cc1ccc(C(=O)CCCC(=O)c2ccc(C)cc2)cc1
  A: 100.8; B: 90.0; C: 107.2; D: 110.5; E: 114.7; F: 102.3; G: x; H: 107.2

SMILES: CC(=O)Nc1ccc(C)cc1Br
  A: 103.4; B: 80.9; C: 105.5; D: 108.5; E: 108.6; F: 103.1; G: 108.5; H: 108.5

SMILES: CC(=O)N1CCOC12CCN(Cc1ccccc1)CC2
  A: 104.2; B: 107.1; C: 98.1; D: 100.4; E: 104.8; F: 99.3; G: 113.4; H: 113.4

SMILES: C#CCn1cc(/C=N/Nc2nc(-c3ccc(Cl)cc3)cs2)c2ccccc21
  A: 93.0; B: 117.0; C: 104.6; D: 96.7; E: 56.3; F: 100.0; G: 42.2; H: 99.1

SMILES: COc1cccc(Cc2nn3cc(-c4ccccc4)nc3s2)c1
  A: 91.1; B: 84.8; C: 113.4; D: 89.7; E: 94.1; F: 94.4; G: 84.1; H: 93.9

SMILES: Cc1cc(=O)oc2c(C)cc(C(C)(C)C)cc12
  A: 83.4; B: x; C: 114.6; D: 93.0; E: 96.9; F: 102.7; G: 99.8; H: 101.5

SMILES: Nc1ccc(Br)cc1Br
  A: 95.6; B: 107.4; C: 110.8; D: 116.3; E: 129.7; F: 115.0; G: 101.2; H: 113.2

SMILES: CS(=O)(=O)c1ccc([N+](=O)[O-])cc1
  A: 99.2; B: x; C: 107.0; D: 89.3; E: 98.2; F: 89.8; G: 106.0; H: 92.5

SMILES: COc1c2occc2c(OC)c2c(=O)c(C(C)=O)c(C)oc12
  A: x; B: 94.3; C: x; D: x; E: 112.0; F: 101.0; G: 101.9; H: 100.8

SMILES: CCOC(=O)c1ccc2n1CCc1cnc(NC(C)=O)nc1-2
  A: 97.7; B: 95.9; C: 102.8; D: 118.6; E: 93.4; F: 107.6; G: 107.9; H: 100.1

The list continues:
Short keys – A = UACC-62; B = HOP-92; C = SK-MEL-28; D = UACC-257; E = EKVX; F = A549/ATCC; G = M14; H = SK-MEL-5
SMILES: CC(=O)c1cc2c(cc1C)CCCC2(C)C
  A: 91.0; B: 102.8; C: 124.4; D: 91.8; E: 117.7; F: 99.6; G: 106.7; H: 105.6

SMILES: CCOC(=O)c1c(/N=C2\SC(=O)/C(=C\C(=O)OC)N2NC)sc2c1CCN(C(=O)OCC)C2
  A: 97.7; B: 90.6; C: 100.6; D: 101.2; E: 89.1; F: 98.8; G: 91.7; H: 99.5

SMILES: CSc1ccc(C(=O)Nc2ccc3nnn(/C(C#N)=C/c4ccccn4)c3c2)cc1
  A: -51.3*; B: -24.8*; C: -50.2*; D: -38.9*; E: -86.4*; F: 15.0; G: -73.2*; H: -57.2*

SMILES: CN(/N=N/c1nc[nH]c1C(N)=O)C(C)(C)C
  A: 65.2; B: x; C: 89.4; D: x; E: x; F: x; G: 44.8; H: 92.5

SMILES: N#Cc1cc2n(c1N)C(=S)N(c1ccccc1)C2=O
  A: 95.9; B: 104.9; C: 106.7; D: 103.1; E: 102.9; F: 97.2; G: 100.9; H: 101.2

SMILES: CCOC(=O)C[C@@H]1C(=O)N2CC[C@]3(C(=O)Nc4ccc(Br)cc43)[C@H]2C[C@@H]1C(=O)OCC
  A: 99.3; B: x; C: 107.0; D: 99.0; E: 97.7; F: 98.0; G: 94.9; H: 99.5

SMILES: CCS(=O)(=O)C(Br)CBr (stereo not drawn)
  A: 103.2; B: 103.7; C: 106.1; D: 91.4; E: x; F: 94.6; G: 101.8; H: 96.8

SMILES: C#CCOc1ccc(C(Nc2ccc(F)c(Br)c2)c2nnnn2C2CCCCC2)cc1OC (stereo not drawn)
  A: 58.3; B: 54.0; C: 78.5; D: 75.4; E: 54.2; F: 64.6; G: x; H: 79.9

SMILES: CCNCCNc1cc(-c2ccc(C(F)(F)F)cc2)c(C#N)c2nc3ccccc3n12
  A: -74.4*; B: -81.2*; C: -86.4*; D: -80.2*; E: -66.0*; F: -76.4*; G: -82.5*; H: -91.8*

SMILES: NC1CC2CCC1C2 (stereo not drawn)
  A: 109.8; B: 101.2; C: 107.6; D: 106.0; E: 110.8; F: 107.3; G: 104.4; H: 109.2

SMILES: N#Cc1c(-c2ccc(Cl)cc2)nc(SCC(=O)NCCc2ccc(S(N)(=O)=O)cc2)[nH]c1=O
  A: 98.1; B: 110.8; C: 95.4; D: 103.4; E: 105.8; F: 101.7; G: 106.7; H: 99.5

SMILES: Cc1nn2c(CCC(=O)c3nc4ccccc4[nH]3)nnc2s1
  A: 103.3; B: x; C: 118.3; D: 113.1; E: 99.0; F: 104.6; G: 101.0; H: 104.9

SMILES: CCCCCCCCCCCCCCCCNC(=O)NCCC
  A: 97.1; B: x; C: 98.2; D: 81.1; E: x; F: 91.6; G: 98.1; H: 96.0

SMILES: CS(=O)(=O)Oc1ccc(-c2cn3ccoc3n2)cc1
  A: 90.1; B: 115.6; C: 104.4; D: 108.5; E: 99.1; F: 98.0; G: 108.6; H: 101.0

SMILES: OCCOCC(F)(F)F
  A: 112.7; B: 94.9; C: 98.5; D: 118.2; E: 97.9; F: 113.3; G: 112.4; H: 106.8

In the list so far, these have a CF3 group:
Short keys – A = UACC-62; B = HOP-92; C = SK-MEL-28; D = UACC-257; E = EKVX; F = A549/ATCC; G = M14; H = SK-MEL-5
SMILES: O=C(N=Nc1c(Cl)c(O)c2ccccc2c1O)C(=O)Nc1cccc(C(F)(F)F)c1
  A: 83.2; B: 79.2; C: 101.0; D: 100.2; E: x; F: 87.1; G: 32.8; H: 72.4

SMILES: CCNCCNc1cc(-c2ccc(C(F)(F)F)cc2)c(C#N)c2nc3ccccc3n12
  A: -74.4*; B: -81.2*; C: -86.4*; D: -80.2*; E: -66.0*; F: -76.4*; G: -82.5*; H: -91.8*

SMILES: OCCOCC(F)(F)F
  A: 112.7; B: 94.9; C: 98.5; D: 118.2; E: 97.9; F: 113.3; G: 112.4; H: 106.8
